PGE2 EP2 inh: inhibitors of human EP2 prostaglandin E2 receptor | P43116 | C6 glioma cells expressing human EP2, cAMP TR-FRET; cells stimulated with saturating PGE2 | inhibition, % at 25 µM | 260,000 tested, 0.52% active | AID 1422;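 active = percent inhibition above 40 after rounding to a whole number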;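 also: rat C6 glioma host cells with rolipram phosphodiesterase inhibitor present; the protocol text gives 20 µM as final concentration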
NPY-Y1 PAM-ag: human NPY-Y1 potentiation or agonism, primary screen. P25929. NPY-Y1 expressing cells, potentiator/agonist activation. activation, % at 3.6 µM. 220,000 tested, 0.37% active; in the data active = activation above about 33%, passing the limit was not always enough;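 also: cells stimulated with NPY at EC10 then isoproterenol at EC100; 0% = low agonist plus stimulus and 100% = saturating agonist plus stimulus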
Target sequence (P25929 whole entry, looked up): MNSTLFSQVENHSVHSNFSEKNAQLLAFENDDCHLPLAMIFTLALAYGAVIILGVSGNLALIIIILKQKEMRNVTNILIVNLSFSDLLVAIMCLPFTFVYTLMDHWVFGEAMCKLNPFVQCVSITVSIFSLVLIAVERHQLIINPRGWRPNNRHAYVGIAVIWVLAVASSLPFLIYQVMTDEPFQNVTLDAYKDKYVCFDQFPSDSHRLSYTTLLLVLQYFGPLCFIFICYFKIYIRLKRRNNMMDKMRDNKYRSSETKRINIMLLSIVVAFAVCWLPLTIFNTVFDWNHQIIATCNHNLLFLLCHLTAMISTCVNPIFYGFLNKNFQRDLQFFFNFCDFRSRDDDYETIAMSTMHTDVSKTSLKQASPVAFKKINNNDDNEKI
EP2 mod: modulators of human EP2 prostaglandin E2 receptor; 260,000 tested, 0.83% active; induction, % at 25 µM; EP2-expressing cells, cAMP HTRF FRET, PGE2 co-stimulation;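 active = compounds whose cAMP rise, as percent of the full-agonist control response, exceeds 60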;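 also: rat C6 glioma line stably carrying human EP2 under a CMV promoter; the protocol text gives 20 µM as final concentration; 100% = response of wells given 1 µM PGE2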
14-3-3 Bad PPI: disrupts binding of bovine 14-3-3 zeta to phospho-Bad peptide; inhibition, % at 21.7 µM; P63103; TR-FRET 14-3-3zeta/Dy647-pBad peptide displacement, 1 h; AID 781; 220,000 tested, 0.71% active;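 active = inhibition above about 70%, limit read from the data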;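 also: 0% = full 14-3-3 plus peptide FRET controls and 100% = background without 14-3-3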
Target sequence (P63103 whole entry, looked up): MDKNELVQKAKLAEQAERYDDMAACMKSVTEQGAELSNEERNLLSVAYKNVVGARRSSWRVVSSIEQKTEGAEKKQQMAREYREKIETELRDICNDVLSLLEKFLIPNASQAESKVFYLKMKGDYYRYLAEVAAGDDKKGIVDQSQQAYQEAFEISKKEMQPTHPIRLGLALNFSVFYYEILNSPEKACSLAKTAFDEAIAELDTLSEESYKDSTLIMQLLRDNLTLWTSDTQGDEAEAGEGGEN
NPY Y1 blocker: NPY-Y1 (human) receptor antagonism; P25929; HEK293-CNG Y1 cells, membrane potential fluorescence; NPY at EC95, then isoproterenol; 200,000 tested, 1% active; inhibition, % at 3.6 µM;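 active = inhibition above the campaign mean inhibition of all tested compounds plus 3 SD, cut at about 20% in these data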;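 also: 0% = DMSO wells given NPY plus isoproterenol and 100% = isoproterenol alone without NPY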
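Material: HEK293 Y1/CNG channel cell line; also added: NPY (25 nM), isoproterenol (1 µM), Ro 20-1724 (25 µM); doses: one concentration, 3.6 µM, in 0.4% DMSO; schedule: compound incubation 1 h at room temperature, readout 45 min post-stimulation; technique: membrane potential fluorescence; measure: fluorescence ratio normalized to % inhibition between controls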
PPC-1+TRAIL kill: compounds killing PPC-1 cancer cells with TRAIL present (potentiator screen, no TRAIL-free arm). PPC-1 cells + TRAIL, ATPLite viability luminescence. cell killing (% activity), % at 4 µM. 220,000 tested, 0.41% active. AID 1443;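 active = cell killing above 50% in the first pass at 4 µM, then a duplicate retest at 5 µM averaging 50% or more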;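 also: plate controls were cells with TRAIL plus DMSO for no effect and medium-only wells lacking cells for full effect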
TRPN1 ag: activates the zebrafish TRPN1 channel; 220,000 tested, 0.18% active; activation, % at 3 µM; HEK293 zebrafish TRPN1-YFP, Fluo-8 calcium fluorescence; 100% = response to 87 µM carbachol; AID 1424;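 active = activation above its plate's cutoff, the mean activation of test wells on that plate plus 3 SD, cut at about 19% in these data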;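 also: 0% = DMSO alone and 100% = 87 µM carbachol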
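Material – zebrafish TRPN1-YFP in HEK293 cells · Doses – 3 µM single point · Schedule – dye 1 h 37 °C plus 30 min RT · Signal – Fluo-8 calcium fluorescence, excitation 470-495 nm, emission 515-575 nm · Read-out – % activation versus carbachol response · Control set – carbachol high, DMSO low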
TRPML3 ag: agonists of human TRPML3 channel | Q8TDD5 | HEK293 TRPML3-YFP, Fluo-8 calcium fluorescence; 100% = the carbachol control signal | activation, % at 3 µM | 220,000 tested, 0.29% active | AID 1448;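 active = activation above its plate's cutoff, the mean activation of the plate's test wells plus 3 SD, cut at about 12% in these data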;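 also: 0% = DMSO only wells and 100% = carbachol wells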
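system = HEK293 cells stably carrying human TRPML3-YFP | doses = one concentration, 3 µM nominal, 0.3% DMSO | timing = dye loading 1 h 37 °C then 30 min ambient, 125 s read | detection = Fluo-8 calcium dye fluorescence, ex 470-495, em 515-575 nm | benchmarks = high control carbachol 87 µM, low control DMSO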
CHOP inhibitor: blocks CHOP induction under ER stress | AID 2732 | 220,000 tested, 3.8% active | inhibition, % at 10 µM | CHO-K1 CHOP-promoter luciferase, tunicamycin-induced, 15-18 h;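 active = compounds that reduced the stress-induced luciferase reporter signal by more than about 70% of percent inhibition, limit read from the data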;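 also: 0% = tunicamycin plus vehicle and 100% = wells without tunicamycin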
Active calls of the source: *; . = not tested or not shown; & = joins results of further samples; [ ] = another dose, or the depositor's remark. These rows are one share of the data; rates above refer to the full screens.

Structure,PGE2 EP2 inh,NPY-Y1 PAM-ag,EP2 mod,14-3-3 Bad PPI,NPY Y1 blocker,PPC-1+TRAIL kill,TRPN1 ag,TRPML3 ag,CHOP inhibitor
OC12CCCCC1C(c1ccc3c(c1)OCO3)N(Cc1cccc(F)c1)CC2 (configuration not stated),10,-15,8,-6,4,5,-1.0,-0.8,61
Cc1ccc(S(=O)(=O)CCSc2nc(C)cc(C(F)(F)F)c2C#N)cc1,5&3,-24,11&28,-23,17,15,-0.9,0.5,26
COc1cccc(OCCNS(=O)(=O)c2cccc([N+](=O)[O-])c2)c1,4,2,-74,-3,4,33,-1.0,0.7,15
COCCN1Cc2cccc(C(=O)NCc3cccnc3)c2C1=O,11,-8,17,-1,0,-26,-0.7,0.3,4
CN1CCN(C(=S)Nc2ccc(Cl)c(Cl)c2)CC1,17,-30,-8,-2,-1,36,0.3,0.9,-16
O=C(c1cccs1)N1N=C(c2ccccc2)CC1c1ccccc1O (configuration not stated),3,-16,24,-5,5,-9,-1.4,-0.2,10
CCCCNC(=O)COC(=O)c1ccc(C)c(NC(=O)c2ccco2)c1,1,27,12,-6,-1,-11,-1.3,-0.1,27
CC(Nc1ccc2c(c1)OCCO2)C(=O)N1CCc2ccccc21 (configuration not stated),0,-3,-32,-8,9,17,-0.7,-0.7,-10
CNc1nccc(-c2ccc(F)cc2)c1C#N,7,-11,-17,-3,5,-1,-3.1,-1.2,27
NS(=O)(=O)c1ccc(CCNC(=O)CSc2nc3ccsc3c(=O)n2CC2CCC(C(=O)O)CC2)cc1 (configuration not stated),4,0,18,0,-3,6,0.8,1.0,-5
CC1(C)Cc2cccc(OCC(=O)Nc3cc(C(F)(F)F)ccc3N3CCOCC3)c2O1,6,25,56,-15,3,32,-0.1,0.6,25
N#C/C(C(=O)NCc1ccccc1)=C1/N=C(NC(=O)c2ccco2)c2ccccc21,5,12,-12,-8,.,6,1.4,0.4,13
NC(=O)c1c(C(F)(F)F)cc(-c2ccccc2)nc1NCCO,20,15,-13,-1,0,26,1.7,0.5,18
O=C(Nc1cccc(Cl)c1)c1ccc2c(=O)n3c(nc2c1)CCCCC3,.,-29,-7,-2,1,15,7.9,2.2,-29
NC(=O)c1nnn(-c2nonc2N)c1-c1ccc([N+](=O)[O-])cc1,7,15,26,-4,0,1,-1.2,0.9,3
O=[N+]([O-])c1ccccc1CSc1nnc2ccccn12,2,-12,-11,11,3,-10,-2.2,0.5,-30
O=C1N=c2ccccc2=C1c1sc(NS(=O)(=O)Cc2ccccc2)nc1O,6,11,19,-1,.,6,-0.1,0.1,9
Cc1ccccc1NC(=S)NCc1cccn1C,8,-17,0,-10,-1,18,-0.2,0.0,-9
c1cnc2ccc(C(c3nnnn3C3CCCC3)N3CCN(c4nc5ccccc5s4)CC3)cc2c1 (configuration not stated),8,-9,-36,-13,-4,21,0.8,0.5,20
CCc1cccc(NC(=O)C2CCCN(S(=O)(=O)c3c(C)[nH]c(=O)[nH]c3=O)C2)c1 (configuration not stated),5,-15,22,-3,-2,8,1.8,0.9,2
Nc1cc(=O)[nH]c(SCC(=O)Nc2ccccc2Sc2ccccc2)n1,2,6,8,-7,1,7,-1.0,0.1,-3
O/N=C/c1cc(Cl)ccc1OCc1ccccc1Cl,8,-26,-2,-5,11,-32,-2.3,-1.4,107*
CC1=NN(c2ccc(C)cc2)C(=O)/C1=C\C=C\c1ccccc1,10,0,-21,3,7,23,-0.3,1.0,3
CN(C)S(=O)(=O)c1cc(NC2CC(=O)N(c3ccc(F)cc3)C2=O)ccc1Cl (configuration not stated),6,15,-33,-13,-7,-10,3.5,2.4,37
COCCN1C(=O)C(=O)/C(=C(/O)c2ccc(S(=O)(=O)N3CCOCC3)cc2)C1c1cccc(Cl)c1 (configuration not stated),14,6,14,21,.,8,0.4,0.1,-2
COc1ccc(CNN2CCCCC2C(=O)Nc2ccc(OC)c(OCC(C)C)c2)cc1OC (configuration not stated),6,-13,-33,9,.,6,1.0,0.2,-4
COc1ccc(OCC(=O)N(C)Cc2ccccc2)cc1,-8,9,19,-20[fluorescence artefact?],-2,33,-0.3,0.4,13
Nc1nc(-c2cccs2)c(CC(=O)O)s1,5,-8,14,5,7,-6,0.6,1.4,-8
Fc1ccccc1C1c2cccn2CCN1C(=S)Nc1cccc(Br)c1 (configuration not stated),0,7,-20,-8,-1,10,1.2,0.7,18
COc1ccc2nc(SCC(=O)N3CCCCC3)c(C#N)cc2c1,7,11,-52,-11,4,15,-0.9,-0.2,2
CCNc1nc(NC(C)C)nc(N(C#N)CC(=O)OC)n1,14,11,16,-11,6,-5,0.4,-0.1,-2
COc1ccc(CNC(=O)c2ccc(CNc3c(NC4CCCCC4)c(=O)c3=O)cc2)cc1,6,-58,33,15,-1,8,0.1,0.6,-2
O=C(CN1CCOCC1)Nc1ccc2c(c1)OCCO2,9,0,-9,17,.,10,1.5,0.7,-1
CN1CCN(NC(=O)c2cccs2)CC1,19,-9,21,1,-2,-17,-0.6,1.0,5
O=[N+]([O-])c1ccc(OC(F)F)c(/C=N/n2cnnc2)c1,17,19,10,1,.,11,-0.8,0.1,19
Cc1[nH][nH]c(=O)c1C=Nc1ccc(C(F)(F)F)cc1,1,-3,6,-1,-2,-3,1.3,-0.1,14
Cc1cc(=O)oc2cc(OCC(=O)OCC(=O)Nc3ccc4ccccc4c3)ccc12,11,4,32,0,2,31,2.1,0.4,7
Cc1ccc(C(=O)Cn2nnc(-c3ccccc3)n2)cc1,7,-26,-43,-6,.,-2,-0.3,0.7,-17
CCN1CCN(C(CNS(=O)(=O)c2ccc(OC)cc2)c2cccnc2)CC1 (configuration not stated),12,13,25,3[fluorescence artefact?],3,-7,0.9,-0.1,32
O=C(COc1ccc(/C=N/NC(=O)c2ccccc2)cc1)Nc1ccc([N+](=O)[O-])cc1,15,-11,4,9,-3,19,3.7,-0.1,-30
COc1ccc(-c2c3c(=O)n(C)c(=O)n(C)c3cn2NC(C)=O)cc1,6,6,0,2,-7,-13,0.4,0.5,-28
COc1ccc(C2C(C(=O)NCc3ccccc3)=C(C)Nc3ncnn32)cc1OC (configuration not stated),16,-4,21,-6,-6,29,-0.1,0.2,3
C=CCN(CC=C)C(=O)COC(=O)c1ccc(Sc2ncn[nH]2)c([N+](=O)[O-])c1,9,-5,-9,-3,5,-15,-0.2,1.5,4
Cc1cccc(N2CCN(S(=O)(=O)c3cccc4nonc34)CC2C)c1 (configuration not stated),8,12,-39,-1,-4,19,-1.9,0.9,44
CC(=O)N1CCC2(CC1)CC(=O)c1cc(OCC(=O)N3CCOCC3)ccc1O2,6,0,19,-7,3,-3,-0.3,1.2,9
CCOc1ccc(C(=O)Nc2cc(=O)n(C)c(=O)n2C)cc1,15,-4,.,.,10,.,0.3,0.2,.
CCN(CC)C(=O)c1[nH]cnc1C(=O)N[C@@H](CCCCNC(=O)OC(C)(C)C)C(=O)OC(C)(C)C,6,9,-22,-4,-2,7,-0.9,0.6,9
Cc1ccccc1-n1c(=O)c2ccccc2n2cnnc12,7,3,5,1,-4,2,0.0,0.3,13
O=c1c(-c2ccco2)[n+]([O-])c2ccccc2n1OCc1ccccc1[N+](=O)[O-],12,12,-1,1,1,-2,1.5,0.2,16
COC(=O)c1ccc(=O)n(-c2ccc(OC)cc2)c1,0,0,30,-9,0,-2,-0.5,0.2,23
CCN(CC)CCNC(=O)c1cc2c(=O)n(C)c3ccccc3c2n1C,8,-15,0,-2,11,15,2.7,0.9,3
CCn1nnc(NC(=O)c2sc3ccccc3c2Cl)n1,13,-28,5,-6,0,50,-1.1,-0.3,10
CCOc1ccc(/C=N/NC(=O)Cc2csc(Nc3cccc(C(F)(F)F)c3)n2)c(OCC)c1,14,-4,-12,7,-2,-2,0.1,0.5,21
O=C(C1CCC(Cn2c(=S)[nH]c3ccccc3c2=O)CC1)N1CCN(c2ccccc2)CC1 (configuration not stated),5,21,.,.,-3,.,0.2,-0.4,.
CCC(C)(C)n1nnnc1C(c1cccnc1)N1CCCC(C)C1 (configuration not stated),-2,9,-9,-9,10,18,-0.8,0.1,5
COc1ccccc1N1CCN(S(=O)(=O)c2ccc3c4c(cccc24)C(=O)N3C)CC1,13,-2,-7,-6[fluorescence artefact?],-2,3,-0.2,0.1,2
CCNC(=S)N1CCC(n2cnc3ccccc32)CC1,5,6,1,-13,4,0,-2.0,0.5,0
